p53ts 32C kill – p53ts cell cytotoxicity, permissive temperature | 130,000 tested, 0.93% active | H1299-p53A138V at 32C, ATP luminescence viability, 24 h | Potency, µM (titrated, usually from 46.1 µM), for the others: top-dose activity change, negative = cytotoxicity, most hits filed as cytotoxic;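 also: 0% = DMSO and -100% = full killing by reference compound; nearly all actives have a fitted effect of over 55% in size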
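H1299-p53 A138V cells (temperature-sensitive p53) exposed 24 h to up to 46 uM compound at 32C, where p53 is wild-type in conformation. Viability read as ATP luminescence and normalised to DMSO and 100 uM tamoxifen. AC50 fitted with the Hill equation.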
Imprint erasure – genomic imprint erasure induction; 110,000 tested, 0.02% active; AID 1948; mouse ES Peg3-LacZ reporter, beta-gal luminescence, 40 h; Potency, µM (highest dose often 60.7 µM), without a hit: top-dose activity change, positive = activation, usual class: activators;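 also: 0% = negative control wells on the plate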
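Imprint erasure is scored as LacZ activity from the silenced maternal Peg3 allele in feeder-free female ES cells cultured 40 h with LIF. Luminescence is normalized to in-plate negative controls and fitted to the Hill equation.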
p53ts 39C tox – cytotoxicity in p53ts cells at nonpermissive temperature. H1299-p53A138V viability at 39C, ATP luminescence, 24 h. Potency, µM (highest dose often 46.1 µM), for the others: at the top dose activity change, negative = cell killing, hits mostly cytotoxic. 130,000 tested, 1.5% active. AID 902; also: nearly all actives have a fitted effect of over 55% in size
IkB sig inh – suppresses IkB signaling in ABC-DLBCL reporter cells; ABC-DLBCL IkBa-CBG/CBR dual luciferase ratio, 4 h; response scale: scaled: untreated 0%, proteasome inhibitor 100%; 110,000 tested, 0.04% active; Potency, µM (titrated, usually from 57.1 µM), inactives show at the top dose IkBa stabilization activation; active = well fitted curve in the direction sought with a large enough effect in the signal ratio, not every such curve was filed as active; inconclusive = small, poorly fitted or top-dose-only effect, or a change in a side signal; the % refers to the signal ratio;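 also: the direction sought is a rising ratio; 0% = basal untreated cells and 100% = reference inhibitor full response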
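Curves were fitted separately to fusion (green), unfused (red) and ratio luminescence, then classed by r2, magnitude and activity. Cells: OCI-Ly3, 4 h compound plus doxycycline at 37C; 10 uM MG-132 defined full response.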
Active calls of the source: *; ? = inconclusive; / = not tested or not shown; & = joins results of further samples; [ ] = dose if it differs, or a comment. Unless noted, calls follow the shape of the dose curve; as a rule, active = well fitted curve in the direction sought with a large enough effect; inconclusive = small, poorly fitted or top-dose-only effect, or another doubt; inactive = no such curve, though single readings can be large; an effect the other way counts as inactive or inconclusive. Unless noted, % is scaled to controls: 0 for no effect and ±100 for the full control effect; potency is read from the fitted curve at half-maximal effect.

cpd	molecule	Imprint erasure	p53ts 32C kill	p53ts 39C tox	IkB sig inh
1	C=CCn1c(SCC(=O)N2CC(=O)Nc3ccccc32)nc2scc(-c3cccs3)c2c1=O	-14%	4%	6%	5.1%
2	Cc1ccc(C(=O)Nc2nc(-c3nnn(-c4cccc(C(F)(F)F)c4)c3C)ns2)cc1	-6%[10.9 µM]	-5%	-1%	-2.8%
3	CCN(C(=O)c1cc(S(=O)(=O)N2CCc3ccccc32)cn1C)c1cccc(C)c1	-10%[10.9 µM]	27%	15%	?
4	Cc1nn(CCC(=O)Nc2cccc(C#N)c2)c(C)c1S(=O)(=O)N1CCC(C)CC1	-7%[10.9 µM]	5%	-13%	?
5	CC(=O)c1cc2c(cc1N/C(=N/S(=O)(=O)c1ccc(C)cc1)c1ccc(Cl)cc1)OCO2	23%[10.9 µM]	3%	-27%	-1.4%
6	CCc1ccc(NC(=O)C2CC=CCC2C(=O)O)cc1 (configuration not stated)	-23%	-3%	6%	-0.1%
7	CCOC(=O)c1ccc(NC(=O)CCc2c(C)nc3cc(-c4ccc(OC)cc4OC)nn3c2C)cc1	-7%[10.9 µM]	8%	-10%	?
8	CSc1ccc(CNc2ccccn2)cc1	-34%	?	-28%	-0.3%
9	CCn1c(C(=O)NCCCc2ccccc2)cc2sccc21	/	0%	4%	/
10	CCC(=NCc1ccccc1)C1=C(O)C(C(=O)OC)C(C)(C)CC1=O (configuration not stated)	-8%	6%	15%	-1.8%
11	COc1ccc(C2C(C#N)=C(N)Oc3n[nH]c(C)c32)cc1Cn1nnc2ccccc21 (configuration not stated)	-13%	18%	2%	?
12	COCC1C2CC[C@H]3C(OCc4ccc(F)cc4C(F)(F)F)OC[C@]4(C)[C@H]3C2=C(CN4C(=O)OC(C)(C)C)[C@H](C)C1COC (some centres not stated)	-18%	6%	-12%	/
13	CCOC(=O)Cc1c(C)nc2c(-c3ccccc3)c[nH]n2c1=O	-11%	-15%	-22%	1.4%
14	Nc1nc(CSc2nnnn2-c2ccc(F)c(Cl)c2)nc(N2CCOCC2)n1	-11%	-4%	-23%	-1.8%
15	Cc1ccc2c(CSc3nc4ccccc4c(=O)n3CCCO)cc(=O)oc2c1	-8%	-6%	-20%	-0.1%
16	COCc1nnc(NC(=O)c2ccc(NC(=O)C(C)C)cc2)s1	/	-7%	7%	0.4%
17	Cn1cc(C(=O)NCc2ccccc2)c(=O)c2cc(S(=O)(=O)N3CCCCCC3)ccc21	13%[10.9 µM]	2%	-6%	0.6%
18	CCC(C)NC(=O)CSc1nc2n[nH]c(C)c2c(=N)n1-c1ccc(OC)cc1 (configuration not stated)	-4%	-9%	-13%	-0.3%
19	O=C(NCc1ccc(F)cc1)c1ccc2c(c1)N(Cc1ccc(F)cc1Cl)C(=O)CS2	-3%[10.9 µM]	1%	-4%	4.1%
20	CC(C)Oc1cccc(-c2cc(C(=O)N3CCN(S(C)(=O)=O)CC3)c3ccccc3n2)c1	-21%	?	?	-0.1%
21	CC(=O)c1ccc(NC(=O)C2CCN(S(=O)(=O)c3cccc4cccnc34)CC2)cc1	8%	-5%	2%	14%
22	CSc1ccc(CNC(=O)C2CCCN(S(=O)(=O)N(C)c3ccc(F)cc3)C2)cc1 (configuration not stated)	-5%[10.9 µM]	-3%	21%	?
23	CCN(CC)CCCN1C(=O)CSC1c1ccc2c(c1)OCO2 (configuration not stated)	1%	-7%	13%	-1.6%
24	O=C1CC(c2ccc(F)cc2)C2=C(CCCC2=O)N1 (configuration not stated)	-6%	7%	-1%	0.0%
25	O=[N+]([O-])c1cc(-c2nc(-c3ccccc3)no2)ccc1N1CCOCC1	-16%[10.9 µM]	-2%	-22%	?
26	CCC(/C=C/C(C)C1CCC2C3CC=C4CC(O)CC[C@@]4(C)C3CC[C@@]12C)C(C)C (some centres not stated)	9%	-2%	2%	/
27	NC(=O)C(F)(F)C12OC3C4C5CC(C6C5C3C61)C42 (configuration not stated)	1%	8%	6%	1.1%
28	COc1cc2c(cc1O)CC[C@@H]1[C@@H]2CC[C@@]2(C)[C@H](O)CC[C@H]12	/	9%	?	?
29	COc1ccc2c(c1)c1c(c(=O)n(CCc3ccccc3)c(=O)n1Cc1ccc(F)cc1)n2C	?	4%	-21%	-0.3%
30	CCN1CC=C2C(C#N)=C(N)C(C#N)(C#N)C(c3cc(Cl)ccc3Cl)C2C1 (configuration not stated)	-15%	1%	-9%	?

Filtered by structure: those above with a Cl atom (4)
cpd	molecule	Imprint erasure	p53ts 32C kill	p53ts 39C tox	IkB sig inh
5	CC(=O)c1cc2c(cc1N/C(=N/S(=O)(=O)c1ccc(C)cc1)c1ccc(Cl)cc1)OCO2	23%[10.9 µM]	3%	-27%	-1.4%
14	Nc1nc(CSc2nnnn2-c2ccc(F)c(Cl)c2)nc(N2CCOCC2)n1	-11%	-4%	-23%	-1.8%
19	O=C(NCc1ccc(F)cc1)c1ccc2c(c1)N(Cc1ccc(F)cc1Cl)C(=O)CS2	-3%[10.9 µM]	1%	-4%	4.1%
30	CCN1CC=C2C(C#N)=C(N)C(C#N)(C#N)C(c3cc(Cl)ccc3Cl)C2C1 (configuration not stated)	-15%	1%	-9%	?

Continued:
cpd	molecule	Imprint erasure	p53ts 32C kill	p53ts 39C tox	IkB sig inh
31	CSc1ccccc1NC(=O)Cn1c(-c2cscn2)nc2ccccc21	-13%	-2%	2%	-0.4%
32	CCCOc1ccc(NC(=O)c2c(-c3ccccc3)noc2C)cc1	2%	3%	-1%	-2.7%
33	CC(=O)N[C@@H](Cc1c[nH]c2ccccc12)C(=O)OCc1cc(C(F)(F)F)cc(C(F)(F)F)c1	-10%&1%	?	?	?
34	CCCCC(=O)Nc1ccc(F)c(Cl)c1	-24%	2%	5%	-1.2%
35	CN(C)/C=N/c1cnc(C(=O)c2ccc(Cl)cc2)n1C	-22%	-26%	-29%	1.8%
36	NC(=O)COc1ccc2c3c(c(=O)oc2c1)CCCCC3	-6%	6%	-1%	-3.5%
37	CCOc1ccc(CCNC(=O)c2ccc3c(c2)sc2nc(-c4ccc(F)cc4)cn23)cc1OCC	-14%[10.9 µM]	-12%	-30%	?
38	C=CCn1c(O)c(C(CC)=NCc2cccnc2)c(=O)[nH]c1=O	-11%	9%	-1%	5.5%
39	Cc1cnc(CNc2ncnc3ccc(-c4ccccc4C(F)(F)F)cc23)cn1	-18%	11%	-10%	11%[11.4 µM]
40	CCN(CC)CCCNC(=O)c1ccc2c(c1)NC(=O)C(CS(=O)(=O)Cc1cccc(Br)c1)N2 (configuration not stated)	-11%[10.9 µM]	-8%	-24%	-0.3%
41	CCc1nn2c(=O)c(S(=O)(=O)Nc3ccc(Cl)cc3)c(C)nc2s1	20%[10.9 µM]	4%	13%	3.5%
42	CC1=NS(=O)(=O)c2cc(Cl)ccc2N1	4%	6%	11%	0.3%
43	O=c1cc(NCc2ccco2)c2ccccc2o1	-16%	4%	-3%	2.5%
44	CCOC(=O)Cc1csc(NC(=O)c2csc3c2CCCC3)n1	-30%	-21%	?	?
45	COc1ccc(NC(=O)c2cc(C3CC3)nc3c2c(C)nn3-c2ccccc2)cc1	-6%[10.9 µM]	1%	-16%	0.8%
46	CCC/C=C(\CCC)C(NS(=O)(=O)CC12CCC(CC1=O)C2(C)C)c1ccc(C(=O)OC)cc1 (configuration not stated)	-21%	-4%	-12%	/
47	CCOc1cccc(C(=O)Nc2ccccc2N2CCN(C(=O)C(C)C)CC2)c1	-12%	5%	-14%	0.4%
48	CN(C)Cc1nc2c(c(=O)[nH]1)C1(CCCCC1)Cc1ccccc1-2	4%	-24%	-21%	?
49	Clc1ccc2nc(NCc3ccccc3)c3nncn3c2c1	-7%[10.9 µM]	6%	-14%	-0.6%
50	COc1ccc(NC(=O)c2oc3c(c2C)-c2nn(Cc4ccccc4Cl)cc2CC3)cc1OC	-8%[10.9 µM]	-2%	10%	?

Three entries picked at random from those above, as already listed:
cpd	molecule	Imprint erasure	p53ts 32C kill	p53ts 39C tox	IkB sig inh
45	COc1ccc(NC(=O)c2cc(C3CC3)nc3c2c(C)nn3-c2ccccc2)cc1	-6%[10.9 µM]	1%	-16%	0.8%
43	O=c1cc(NCc2ccco2)c2ccccc2o1	-16%	4%	-3%	2.5%
41	CCc1nn2c(=O)c(S(=O)(=O)Nc3ccc(Cl)cc3)c(C)nc2s1	20%[10.9 µM]	4%	13%	3.5%

(listing goes on)
cpd	molecule	Imprint erasure	p53ts 32C kill	p53ts 39C tox	IkB sig inh
51	CNC(=O)c1nnn(Cc2ccccc2)c1NC(=O)C(F)(F)F	-3%	-1%	-5%	-2.3%
52	CCOC(=O)N/N=C1/C[C@@H](O)[C@@H](O)[C@@H]2[C@@H]3C(=O)N(CC)C(=O)[C@H]3CC[C@H]12	/	2%[9.22 µM]	10%[9.22 µM]	/
53	Cn1c(=O)[nH]c(=O)c2c1nc(N1CCCCC1)n2CCCSc1nc2ccccc2s1	-9%	-21%	26%	0.1%
54	COc1ccccc1C(=O)NC(C)C(c1cccs1)N1CCN(C)CC1 (configuration not stated)	-6%	5%	-20%	0.8%
55	O=C(CNS(=O)(=O)c1ccc(Br)s1)N1CCN(c2ccccc2F)CC1	-11%[10.9 µM]	9%	13%	?
56	CC(Oc1ccc(Cl)cc1Cl)C(=O)N(Cc1ccco1)C1CCS(=O)(=O)C1 (configuration not stated)	-10%	3%	-11%	3.4%
57	Cn1c(SCC(=O)Nc2ccc(N3CCOCC3)c(Cl)c2)nnc1C(O)c1ccccc1 (configuration not stated)	-14%	-10%	-17%	2.8%
58	Cc1c(NC(=O)CCC(=O)N2CCCCC2)c(=O)n(-c2ccccc2)n1C	3%	4%	7%	0.5%
59	Cc1ccc(Cn2nnnc2CN2CCC(O)(c3ccccc3F)CC2)cc1	/	-14%	-15%	3.8%
60	COc1ccc(C)cc1-n1c(-c2ccc(C)cc2)cc2c1CC(C)(C)CC2=O	-9%[10.9 µM]	25%	-23%	1.2%
61	O=C(NCc1ccccc1)c1ccc(COCC(F)(F)F)o1	-14%	11%	4%	-2.5%
62	O=C(NC1CC(=O)N(c2ccc(F)cc2)C1)C1CCCCC1 (configuration not stated)	-3%[10.9 µM]	5%	11%	2.1%
63	Cc1noc(C)c1C(=O)N1CCN(C(=O)c2sc3cc(Cl)ccc3c2Cl)CC1	-2%	-7%	2%	1.1%
64	CCOC(=O)c1ccccc1NC(=O)Cn1cnc2c(oc3ccccc32)c1=O	19%	0%	5%	3.3%
65	COc1ccc(S(=O)(=O)Nc2ccc3oc4c(c3c2)CCCC4)cc1	-1%[10.9 µM]	13%	?	?
66	COC(=O)c1ccc(C(NC(=O)OCc2ccccc2)/C(C)=C/[C@@H](C)C(=O)NC2CCCCC2)cc1 (some centres not stated)	-10%	17%	-10%	/
67	Cn1nc(C(=O)NC2CCCCCC2)ccc1=O	-14%	-2%	10%	0.4%
68	Cc1ccccc1-c1nc(CS(=O)CC(=O)NCc2ccccc2)c(C)o1 (configuration not stated)	-6%	4%	-7%	-1.3%
69	Cc1ccc2nc(NC(=O)C3CCN(S(=O)(=O)c4cccs4)CC3)sc2c1	-15%	-6%	-14%	-1.1%
70	Cc1ccc(-n2ncc3c(Nc4cccc(C(F)(F)F)c4)ncnc32)cc1C	4%[10.9 µM]	-13%	?	?
71	CC(=O)c1cc(C#N)c(SCc2ccccc2C#N)nc1C	/	13%	-29%	/
72	O=C(Nc1cccc(Cl)c1)c1cc(-c2ccc3c(c2)OCCO3)on1	-63%[inhibitor][10.9 µM]	?	4µM*	?
73	CCOc1ccc(C2C(C(=O)Nc3ccccc3)=C(C)Nc3nc(SCc4cc(C)ccc4C)nn32)cc1 (configuration not stated)	-15%[10.9 µM]	2%	-10%	-0.6%
74	Cc1ccc(Cl)cc1NC(=O)Cn1c(=O)c2ccccc2n2nncc12	-12%[10.9 µM]	-3%	-6%	?
75	COc1ccc(C(=O)N2CCN(C3CCCCC3)CC2)c(OC)c1	-12%	5%	15%	-0.8%
76	Cc1nc2c(sc3nc4c(cc32)COC(C)(C)C4)c(=O)n1CC(=O)NCc1ccco1	2%	4%	9%	-3.1%

Screening results (PubChem)

Rows were taken by chance; about 1.7% have a hit in one of these screens.
